Assay outcomes (PubChem)
ERAP1 HTS inh: inhibitors of human ERAP1 aminopeptidase. Q9NZ08. recombinant ERAP1, Leu-AMC fluorescence, 60 min. inhibition, % at 10.7 µM. hit rate 0.15% among 340,000. AID 652197;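 active = mean replicate inhibition of at least 30%, or all replicates individually reaching that 30% level; inactive = mean below 30% and not every replicate reaching it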;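 note: 0% = neutral control wells and 100% = L-leucinethiol positive control wells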
PGC1a acetyl inh: PGC1a acetylation modulation, inhibitor mode; U2OS PGC1a acetylation, AlphaScreen anti-acetyl-lysine; with virally co-expressed GCN5 acetyltransferase; hit rate 0.17% among 350,000; inhibition, % at 15.6 µM;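 active = every replicate shows inhibition of at least 40%; inconclusive = mean inhibition at least 40% but some replicate below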;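 note: 0% = neutral control wells and 100% = positive control wells; some results beyond the cut were filed as inactive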
RAD54 branch: RAD54 (human) branch migration inhibition; hit rate 0.14% among 360,000; Q92698; RAD54 Holliday junction branch migration, FAM/BHQ fluorescence; inhibition, % at 10.4 µM;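 active = mean normalized replicate activity at least 40 and at least half of replicates scoring 40 or more; inconclusive = only one of the two criteria met; inactive = mean below 40 and under half of replicates reaching 40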;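 note: 0% = median of neutral control wells and 100% = median of positive control wells; inhibitors cause a drop in the FAM fluorescence signal; in these data hits start at about 50%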
Target sequence (Q92698 whole entry, looked up): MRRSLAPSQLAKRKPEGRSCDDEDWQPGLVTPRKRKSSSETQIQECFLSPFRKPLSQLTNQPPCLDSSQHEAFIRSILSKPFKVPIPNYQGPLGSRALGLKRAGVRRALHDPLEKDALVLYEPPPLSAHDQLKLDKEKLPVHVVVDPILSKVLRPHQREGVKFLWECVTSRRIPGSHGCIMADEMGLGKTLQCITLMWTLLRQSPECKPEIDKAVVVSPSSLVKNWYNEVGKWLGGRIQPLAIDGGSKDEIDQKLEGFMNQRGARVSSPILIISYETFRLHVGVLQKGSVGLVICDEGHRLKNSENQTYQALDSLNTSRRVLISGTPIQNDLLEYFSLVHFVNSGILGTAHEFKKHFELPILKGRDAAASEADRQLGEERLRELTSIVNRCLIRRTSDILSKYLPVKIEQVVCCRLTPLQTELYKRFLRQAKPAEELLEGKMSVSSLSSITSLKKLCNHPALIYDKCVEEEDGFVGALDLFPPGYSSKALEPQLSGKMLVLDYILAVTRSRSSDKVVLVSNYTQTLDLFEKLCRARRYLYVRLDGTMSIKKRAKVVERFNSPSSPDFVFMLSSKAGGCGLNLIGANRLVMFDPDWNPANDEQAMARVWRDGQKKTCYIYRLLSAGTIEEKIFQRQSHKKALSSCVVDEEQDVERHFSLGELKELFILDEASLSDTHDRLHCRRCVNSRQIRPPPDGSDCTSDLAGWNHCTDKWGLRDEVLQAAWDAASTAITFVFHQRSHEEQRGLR
E-sel inducer: induces E-selectin expression in human endothelial cells | P16581 | HUVEC E-selectin immunofluorescence imaging; normalized: neutral wells 0, TNF-alpha wells 100 | activation, % at 7.58 µM | hit rate 0.37% among 260,000 | AID 686992;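 active = mean E-selectin-positive cell signal at least 10% of the positive control, reached in at least 60% of replicates, without over 20% cell loss; inconclusive = no rule given, readout overlaps actives, possibly toxicity-flagged; inactive = the rest, including those meeting only one limit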;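 note: in these data hits start at about 27%; measured in HUVEC primary endothelial cells; signal is the percent of cells scored E-selectin positive by PE staining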
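Assay system: HUVEC primary endothelial cells. Input: 3,000 HUVEC seeded per well. Doses: one compound dose added by pin transfer. Read-out basis: % PE-positive cells. Benchmarks: TNF-alpha high, DMSO low. Detection: immunofluorescence imaging. Buffer or medium: EGM-2, gelatin.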
RAD52 anneal inh: inhibitors of human RAD52 DNA annealing | P43351 | recombinant RAD52 DNA annealing, FRET fluorescence | inhibition, % at 18.7 µM | hit rate 0.46% among 360,000 | AID 651710;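 active = every replicate showing at least 50% inhibition; inconclusive = mean inhibition at least 50% but not in every replicate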
PglD inh: blocks C. jejuni PglD acetyltransferase activity; hit rate 0.098% among 360,000; purified PglD enzyme, DTNB colorimetric CoA detection; inhibition, % at 12.5 µM; in the data active = inhibition above about 16%, passing the limit was not always enough; inconclusive = no clear call, values can overlap the other calls; note: strong numbers were not always called active
Cneo AK release: Cryptococcus neoformans lysis via adenylate kinase release. AID 651654. lysis activity, % at 15 µM. hit rate 0.2% among 360,000. C. neoformans lysis, adenylate kinase release luminescence, 4 h; normalised: neutral wells 0, clomiphene wells 100;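 active = mean lysis activity across replicates of at least 80%, whatever share of replicates individually reach that level; inactive = mean lysis activity below 80%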
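Signal: Adenylate kinase release luminescence | Assay system: Log-phase Cryptococcus neoformans yeast cells | Input: Cells at 5 × 10^6 per mL | Buffer or medium: Fresh YPD growth medium | Compound: Single dose | Schedule: Static 4 h at 37 °C with compound, 1 h detection | Controls: Clomiphene | Read-out: Luminescence rise reflecting yeast cell lysis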
miR-122 sensor: miR-122 inhibition in Huh7 cells. Huh7 miR-122 Renilla luciferase sensor, 48 h; neutral wells = 0, positive control = 100. activation (reporter increase), % at 12.5 µM. hit rate 0.3% among 340,000;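 active = mean replicate activation score at least 90 and every replicate individually at or above 90; inconclusive = only one of the two criteria met; inactive = neither criterion met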;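 note: higher luciferase means less miR-122 activity so hits act as miR-122 inhibitors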
Starred values were filed as active, the others as inactive; ? = inconclusive; / = not tested or not shown; [ ] = dose if it differs, or a comment.

mol	ERAP1 HTS inh	PGC1a acetyl inh	RAD54 branch	E-sel inducer	RAD52 anneal inh	PglD inh	Cneo AK release	miR-122 sensor
C[C@@H]1CN([C@H](C)CO)C(=O)c2cccc(NS(C)(=O)=O)c2O[C@@H]1CN(C)C(=O)NC1CCCCC1	1	1	4	/	-1	-1	-1	-3[16.7 µM]
C[C@@H]1CN([C@H](C)CO)C(=O)Cc2cc(NS(=O)(=O)c3cccs3)ccc2O[C@H]1CN(C)CC1CC1	0	2	6	0.2	-8	0	-3	12[16.7 µM]
CC(=O)c1ccc(S(=O)(=O)NCc2ccc(C(=O)NCC(c3ccccc3)N(C)C)cc2)cc1 (stereo not given)	-4	/	-3	0.0	-30	-3	5	0
CN(C)S(=O)(=O)n1cc(/C=C(\NC(=O)c2ccccc2Cl)C(=O)NCCCN2CCOCC2)c2ccccc21	1	-5	-10	/	-7	-3	1	-6
O=C1C[C@@H](c2ccc(O)cc2)Oc2cc(O)cc(O)c21	-2	-18	5	-0.1	-16	-3	-2	4
O=C1C(=O)N(c2cccc(Cl)c2)C(c2ccccc2[N+](=O)[O-])/C1=C(\O)c1ccccc1 (stereo not given)	0	2	0	/	-10	0	3	5
CCCNS(=O)(=O)c1ccc(OCC(=O)N2CCOCC2)cc1	-7	-2	-10	/	-8	1	0	/
CN(CC(=O)Nc1ccc(Cl)cc1)C(=O)c1cccc(S(=O)(=O)N2CCN(Cc3ccccc3)CC2)c1	5	/	-6	/	-18	1	-1	-9
COc1ccc(NC(=O)CNC(=O)Cc2ccccc2)cc1OC	-7	/	1	0.1	1	0	0	/
CCOc1ccc(S(=O)(=O)NCCC(=O)OCC(=O)Nc2cc(C)on2)cc1	-1	5	-8	2.4	-14	-2	5	4
CN1C(=O)c2cc(NC(=O)c3ccc(F)cc3)ccc2OC[C@H]2O[C@H](CC(=O)NCC3CCCCC3)CC[C@H]21	2	-7	-9	0.5	10	8	33	30[16.7 µM]
O=C(NC1CCCCC1)c1nc2c(nnn2Cc2ccccc2Cl)c(=O)[nH]1	/	-9	3	/	/	-2	3	/
COc1ccccc1NC(=O)N1CC[C@@H]2[C@@H](CO)N(C)c3ccc(-c4ccc(F)cc4)cc3[C@@H]21	1	8	7	-0.8	37	0	-1	1[16.7 µM]
Cc1oc(-c2ccc(Cl)cc2)nc1CN1CCC(C(=O)NCCCN2CCCC(C)C2)CC1 (stereo not given)	-1	-28	1	/	-9	-1	8	-18
CSc1nc(C)cc(Oc2ccc(=O)[nH]n2)n1	2	5	/	/	-3	/	/	-9
O=C(NCc1nc(-c2ccccc2)cs1)c1ccccc1	-2	-2	3	/	7	-2	14	-3
C[C@H]1CN([C@@H](C)CO)C(=O)c2cc(C#CC3(O)CCCC3)cnc2O[C@@H]1CN(C)C(=O)Cc1ccncc1	-5	11	0	-0.1	-15	0	4	-6[16.7 µM]
CN(C)CC#Cc1cccc(-c2nc(C(=O)NCc3ccc4c(c3)OCO4)cc3c2[C@H](CCO)N(S(=O)C(C)(C)C)C3)c1 (stereo not given in full)	-10	/	-7	/	-17	0	5	/
O=C(Nc1ccccc1F)N[C@@H]1CC[C@@H](CCNC(=O)C2CCCC2)O[C@H]1CO	2	-3	-9	0.0	3	0	2	-3[16.7 µM]
O=C(CSc1nc2c(cnn2-c2ccc(F)cc2)c(=O)[nH]1)N1CCOCC1	/	-5	1	/	/	-6	0	1
Cc1cnc(C(=O)NNC(=O)c2ccc(Br)cc2)cn1	1	21	1	/	-8	1	4	-8
O=C(NCC1CCCCC1)c1ccc(Cl)c(S(=O)(=O)N2CCOCC2)c1	-1	-3	-10	-0.9	-4	0	-1	0
COCC#Cc1ccc2c(c1)O[C@H](CN(C)Cc1ccc3c(c1)OCO3)[C@@H](C)CN([C@@H](C)CO)S2(=O)=O	0	0	-3	-0.1	2	-1	2	109*[16.7 µM]
Cn1nc(CC(=O)Nc2ccc(N3CCN(C(=O)OC(C)(C)C)CC3)cc2)c2ccccc2c1=O	/	/	-3	/	/	4	-2	-7
O=C(Cc1cccc2ccccc12)NN1C(=O)CSC1=S	-2	2	/	5.3	-15	/	/	/
C[C@@H]1CN([C@@H](C)CO)C(=O)Cc2cc(NC(=O)Nc3cccc4ccccc34)ccc2O[C@H]1CN(C)S(=O)(=O)c1cn(C)cn1	2	-8	0	-0.1	-16	2	-2	-4[16.7 µM]
CCC(=O)N[C@@H]1C=C[C@H](CC(=O)NCc2ccccc2OC)O[C@H]1CO	-2	1	-5	-0.4	20	0	-3	/
CCCC(=O)Nc1ccc2c(c1)C(=O)N(C)C[C@H](OC)[C@H](C)CN(C(C)=O)[C@@H](C)CO2	0	7	-5	0.0	-1	-31	1	10[16.7 µM]
Cc1noc(C)c1C(=O)N1CCN(CCc2ccccc2)CC1	/	-20	-23	/	/	-2	-1	-17
Cc1cccc(CN2CCC(C(=O)Nc3ccc(-n4nc(C)cc4C)cc3)CC2)n1	-6	6	4	-0.1	-20	-3	2	-6
CO[C@H]1CN(C)C(=O)c2ccc(NS(C)(=O)=O)cc2OC[C@H](C)N(CC2CC2)C[C@H]1C	-3	3	0	0.2	-4	-1	-4	/
C[C@@H]1CN([C@H](C)CO)C(=O)c2cc(C#Cc3ccccc3F)cnc2O[C@@H]1CN(C)S(C)(=O)=O	-1	8	-1	0.4	11	3	5	-7[16.7 µM]
COc1ccc(CCNC(=O)COc2ccc(S(=O)(=O)N3CCCC3)cc2)cc1	-7	?	/	/	-1	/	/	7
C[C@H]1CN([C@@H](C)CO)S(=O)(=O)c2ccc(-c3ccccc3)cc2O[C@@H]1CN(C)Cc1ccccn1	0	-11	1	0.0	4	1	15	6[16.7 µM]
N#Cc1c(N)sc(=S)c2c1CCCCC2	/	19	-18	/	/	-1	-1	-5
CC(C)(C)C(=O)Nc1sc2c(c1C#N)CCN(Cc1ccccc1)C2	3	8	-1	0.1	-88	3	2	2
O=C1CC(c2ccccc2)CC(O)=C1C=NCCN1CCN(C(=O)Nc2ccccc2)CC1 (stereo not given)	/	-1	-12	/	/	1	1	0
Cc1ccccc1-c1ccccc1[C@H]1[C@@H](C#N)N(C(=O)c2cccc(F)c2)[C@@H]1CO	-4	-11	/	0.0	5	/	/	/
CN(C)C(=O)Cn1cnc2c(cnn2-c2ccccc2Cl)c1=O	4	/	-14	/	-11	7	0	12
CC(=O)NCCOc1nc(N(C)C)nc(N2CCCCC2)n1	7	3	0	0.1	-8	0	-1	-2
O=C(CSc1nccn1-c1cccc(Cl)c1)Nc1ccc2c(c1)OCCO2	2	20	0	-1.6	-10	1	-1	-2
COc1ccc(S(=O)(=O)Nc2ccc3c(c2)C(=O)N([C@H](C)CO)C[C@H](C)[C@H](CN(C)S(=O)(=O)c2c(C)noc2C)OCCCC[C@H](C)O3)cc1	1	6	5	/	-31	-1	6	-5[16.7 µM]
COc1ccc(C)cc1NC(=O)NCc1ccc(F)cc1	0	10	/	0.0	-5	/	/	-7
COc1cc(CCC(=O)NCc2ccc(S(N)(=O)=O)cc2)cc(OC)c1OC	-2	5	0	/	-7	1	-1	-5
O=C(Nc1ccccc1F)NC1CCN(Cc2nnnn2Cc2ccc(F)cc2)CC1	/	/	3	/	/	-4	1	2
COc1ccc(OC)c(S(=O)(=O)N(C)CC(=O)Nc2ccc3c(c2)OCCO3)c1	/	3	12	/	/	4	-1	4
O=C(NCCc1ccccc1)C1CCN(C(=O)c2sccc2-n2cccc2)CC1	-1	8	2	-0.1	-15	-3	-1	-3
C/C(=N\NC(=O)c1sccc1C)c1ccncc1	1	-2	0	-0.6	-8	2	0	-1
NC(=O)C1CCN(C(=O)C2CCC(=O)N(C3CCCCCC3)C2)CC1 (stereo not given)	1	/	-14	0.4	-10	4	0	/
COc1ccccc1CCC(=O)OCC(=O)N1CCN(S(=O)(=O)c2ccc(C)cc2C)CC1	-2	/	-2	/	-4	-4	0	-10

(list continues)
mol	ERAP1 HTS inh	PGC1a acetyl inh	RAD54 branch	E-sel inducer	RAD52 anneal inh	PglD inh	Cneo AK release	miR-122 sensor
CCOc1ccccc1NC(=O)c1nc(S(=O)(=O)Cc2ccccc2)ncc1Cl	4	-6	2	4.9	-21	-1	2	-6
COCCNc1nnc(SCC(=O)NC(=O)c2ccccc2)s1	1	-1	8	-2.2	-11	6	-1	-1
Cc1ccsc1/C=N\NC(=O)c1ccc2c(c1)OCO2	/	/	-4	/	/	6	-11	3
COC(=O)c1cccc(NC(=O)c2cccc(OC)c2)c1	/	-6	1	/	/	3	-4	-3
O=C1C=C(c2ccc(O)cc2)C[C@@H](c2ccc3c(c2)OCO3)C1	0	-19	1	/	-66	1	0	9
C[C@H](CO)N1C[C@H](C)[C@@H](CN(C)Cc2ccc3c(c2)OCO3)Oc2ccc(NS(=O)(=O)c3ccc(F)cc3)cc2CC1=O	0	-8	-5	0.1	-5	3	1	-3[16.7 µM]
C[C@H](CO)N1C[C@H](C)[C@@H](CN(C)Cc2ccccc2)Oc2ncc(-c3ccccc3)cc2C1=O	18	3	3	0.1	3	6	2	3[16.7 µM]
Cc1nn(Cc2c(Cl)cccc2Cl)c(C)c1NC(=O)c1cc(C(C)C)on1	8	27	4	-0.5	-3	0	2	-3
CC(C)(C)[S@@](=O)N1Cc2cc(C(=O)NCc3ccc4c(c3)OCO4)nc(-c3cccc(-c4ccncc4)c3)c2[C@H]1CCO	-1	15	-2	-0.1	48	8	2	/
O=C(N/N=C/c1cn(-c2ccccc2)nc1-c1ccc2c(c1)OCCO2)c1ccncc1	2	4	/	-0.9	-2	/	/	-9
Cn1c(C(=O)c2ccccc2)nc2ccccc21	2	-2	-8	/	-5	-6	1	5
O=C(C[C@@H]1C[C@@H]2c3cc(NC(=O)NC4CCCC4)ccc3O[C@@H]2[C@@H](CO)O1)NCc1cc(F)ccc1F	/	-3	5	0.3	/	7	-1	4[16.7 µM]
CCOc1ccccc1NC(=O)Nc1cccc(NC(C)=O)c1	-1	3	-16	-0.1	-10	-2	-2	2
O=C(CSc1nnc2scc(-c3ccccc3)n12)Nc1nsc(-c2ccc(Cl)cc2)n1	/	1	-2	/	/	0	2	2
C/C=C/c1ccccc1[C@@H]1[C@@H](C#N)N(C(=O)c2cccnc2)[C@H]1CO	-2	4	/	0.0	-12	/	/	/
COc1cccc(N(C(=O)CNC(=O)c2ccco2)C(C(=O)NC2CCCCC2)c2ccncc2)c1 (stereo not given)	/	5	4	/	/	-2	0	-1
COCCCNC(=O)c1ccc2nc([C@@H]3O[C@H](CO)[C@H](O)[C@H](O)[C@H]3O)[nH]c2c1	-3	-3	3	-0.7	7	2	0	-3
Cc1noc(C)c1NC(=O)N(C)C[C@@H]1Oc2ccc(NC(=O)C3CC3)cc2C(=O)N([C@@H](C)CO)C[C@@H]1C	2	4	4	0.0	3	0	7	-6[16.7 µM]
CCN(c1ccccc1)S(=O)(=O)c1ccc2c(c1)CCCN2C(C)=O	-3	/	-1	/	-13	-4	-1	8
Cc1nc(C)c(C(=O)N/N=C/c2cc(Br)ccc2O)s1	/	31	8	0.6	-10	2	0	8
